Screening results: PubChem BioAssay, several laboratories
DAX1 inh-1 – inhibitors of DAX1 repression of SF-1 activated StAR promoter; HEK293T StAR-luciferase reporter, SF-1/DAX-1 repression relief; inhibition, % at 6.8 µM; actives 1.1% (n = 370,000); AID 652010;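 active = inhibition above the mean over all tested compounds plus 3 SD, cut at about 3.6% in these data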;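 note: 0% = DAX-1 cells with DMSO and 100% = cells lacking DAX-1 with DMSO; higher inhibition means more luminescence from relief of DAX-1 repression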
ADAM17 inh – inhibitors of human ADAM17; P78536; recombinant ADAM17, EDANS/DABCYL FRET peptide cleavage; inhibition, % at 6.95 µM; actives 0.83% (n = 370,000);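 active = inhibition above the mean of compounds lying between control limits plus 3 SD, set per campaign, cut at about 8.5% in these data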;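 note: 0% = DMSO-only wells as the low control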
Target sequence (P78536 215-824 limits assumed): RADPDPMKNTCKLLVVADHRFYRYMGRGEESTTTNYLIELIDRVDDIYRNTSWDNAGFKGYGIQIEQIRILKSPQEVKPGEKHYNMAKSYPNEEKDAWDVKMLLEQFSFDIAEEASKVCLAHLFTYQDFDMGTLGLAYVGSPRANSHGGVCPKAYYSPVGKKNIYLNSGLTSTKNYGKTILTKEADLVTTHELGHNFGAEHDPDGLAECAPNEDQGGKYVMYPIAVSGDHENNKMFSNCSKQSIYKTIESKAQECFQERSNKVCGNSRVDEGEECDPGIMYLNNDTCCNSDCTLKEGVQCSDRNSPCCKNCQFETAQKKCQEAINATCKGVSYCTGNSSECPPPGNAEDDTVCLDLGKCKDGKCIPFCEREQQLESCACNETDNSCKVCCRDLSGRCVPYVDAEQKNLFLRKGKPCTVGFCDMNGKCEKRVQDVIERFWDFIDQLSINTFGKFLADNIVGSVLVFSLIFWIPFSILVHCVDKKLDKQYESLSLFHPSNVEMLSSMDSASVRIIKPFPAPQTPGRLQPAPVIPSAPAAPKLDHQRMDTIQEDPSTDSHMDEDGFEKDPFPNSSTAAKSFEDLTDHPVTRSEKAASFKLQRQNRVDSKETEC
MBD2 DNA inh – blocks human MBD2 binding to methylated DNA; TR-FRET, MBD2 binding to methylated oligonucleotide; inhibition, % at 4.4 µM; Q9UBB5; actives 0.31% (n = 370,000); in the data active = inhibition above about 13%
Target sequence (Q9UBB5 whole entry, looked up): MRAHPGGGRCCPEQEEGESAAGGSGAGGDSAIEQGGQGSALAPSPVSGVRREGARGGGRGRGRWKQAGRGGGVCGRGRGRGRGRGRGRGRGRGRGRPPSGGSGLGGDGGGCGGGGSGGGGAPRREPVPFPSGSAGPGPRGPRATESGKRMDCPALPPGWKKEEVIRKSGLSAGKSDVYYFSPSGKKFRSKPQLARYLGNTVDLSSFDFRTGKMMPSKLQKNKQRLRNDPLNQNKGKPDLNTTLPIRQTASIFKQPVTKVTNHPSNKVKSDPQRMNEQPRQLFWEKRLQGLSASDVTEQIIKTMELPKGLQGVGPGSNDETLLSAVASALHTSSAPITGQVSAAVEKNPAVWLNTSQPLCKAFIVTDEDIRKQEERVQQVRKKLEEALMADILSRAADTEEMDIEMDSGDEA
SMARCA2 act – activators of SMARCA2 function. MG213 cells, MMTV-luciferase reporter, dexamethasone, overnight. actives 1% (n = 370,000). activation, % at 9.1 µM. AID 652017; in the data active = activation above about 7.8%;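 note: 0% = vehicle wells and 100% = reference activator wells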
PLC-beta3 inh – PLC-beta3 (human) inhibition, primary screen. Q01970. Purified PLC-beta3, fluorogenic substrate, fluorescence. inhibition, % at 12.2 µM. actives 0.18% (n = 370,000). AID 720704; in the data active = inhibition above about 11%;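 note: 0% = median of compound wells on plate and 100% = full blocker control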
NR1D1 modulator – modulators of human Rev-erb alpha DNA binding; Rev-erbα–FITC-DNA binding, fluorescence polarization, 90 min; actives 0.79% (n = 370,000); activity, % at 10 µM;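 active = activity above about 14%, limit read from the data; passing the limit was not always enough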;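 note: 0% = DMSO wells with 35 nM protein and 100% = DMSO wells with 750 nM protein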
DAX1 inh-2 – NR0B1 (DAX1) inhibition; inhibition, % at 6.75 µM; P51843; HEK293 Gal4-DAX1 luciferase reporter, luminescence; actives 0.99% (n = 340,000); AID 504766;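 active = inhibition above the mean over all tested compounds plus 3 SD, cut at about 4.2% in these data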;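 note: 0% = DAX1-transfected cells with DMSO and 100% = empty-vector control cells with DMSO; inhibition shows as a rise in luminescence from relieved DAX1 repression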
ssDAF-12 act – S. stercoralis DAF-12 activation, primary screen; actives 1% (n = 370,000); activation, % at 6.8 µM; HEK293 ssDAF-12/GRIP1 lit1-tk-luc reporter, luminescence; % of 3 µM dafachronic acid response;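 active = activation above the mean over all tested compounds plus 3 SD, cut at about 0.9% in these data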;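 note: 0% = DMSO-only wells and 100% = 3 µM delta7-dafachronic acid wells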
hgDAF12 agonist – activates the H. glycines DAF-12 receptor ligand-binding domain; activation, % at 6.8 µM; HEK293 GAL4-hgDAF12 UAS-luciferase reporter, agonist luminescence; normalized to butyrate control; actives 1.8% (n = 370,000);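 active = activation above a cutoff set at the mean of all screened compounds plus 3 SD, cut at about 10% in these data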;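 note: 0% = DMSO wells and 100% = sodium butyrate wells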
hcDAF-12 act – H. contortus DAF-12 activation, primary screen | HEK293 hcDAF-12 lit1-tk-luc reporter, luminescence; 0% DMSO, 100% Δ7-dafachronic acid | activation, % at 6.8 µM | actives 1.4% (n = 370,000);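 active = activation above the mean of all tested compounds plus 3 SD, cut at about 5.5% in these data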;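 note: 100% = response to 3 µM Δ7-dafachronic acid high control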
PLCg1 inh – inhibitors of human phospholipase C gamma1; P19174; purified PLC-gamma1, fluorogenic substrate, fluorescence; inhibition, % at 12.2 µM; actives 0.84% (n = 370,000); in the data active = inhibition above about 9.5%
* = called active by the depositor; . = not tested or not shown.

(1) COc1cccc(NC(=O)CSc2nc3ccccc3n2C)c1
(2) O/N=C\c1cnc(N2CCN(c3ccccc3)CC2)s1
(3) CC(=O)Nc1cc(-c2ccc(N3CCN(C)CC3)cc2)cn2c(-c3ccccc3)cnc12
(4) CN1C(=O)C2C(c3ccc(N(C)C)cc3)NN(Cc3ccccc3)C2C1=O (stereo not drawn)
(5) CCOC(=O)COc1ccc(S(=O)(=O)Nc2ccc3c(c2)OCCO3)cc1
(6) COc1ccc(-c2nnc3c4ccccc4c(C)nn23)cc1S(=O)(=O)N1CCN(CCO)CC1

Screen / compound no.	1	2	3	4	5	6
DAX1 inh-1	-0.2	0.7	-0.1	-1.5	-0.8	-1.3
ADAM17 inh	0	1	-8	-19	-2	-8
MBD2 DNA inh	0	0	-1	0	0	7
SMARCA2 act	2	7	3	-3	-3	1
PLC-beta3 inh	1	-5	-208	-23	-5	-48
NR1D1 modulator	2	6	-3	5	4	-3
DAX1 inh-2	-0.2	1.3	.	-0.8	0.7	-0.5
ssDAF-12 act	-1.3	-0.5	-1.4	-1.6	-2.1	-1.4
hgDAF12 agonist	-2.6	3.7	0.2	-1.0	-2.4	0.0
hcDAF-12 act	-1.6	-0.3	-1.2	-2.2	-3.1	-2.6
PLCg1 inh	-1	2	-152	-10	-1	-29

Record cards, from the list above. Order of values: DAX1 inh-1, ADAM17 inh, MBD2 DNA inh, SMARCA2 act, PLC-beta3 inh, NR1D1 modulator, DAX1 inh-2, ssDAF-12 act, hgDAF12 agonist, hcDAF-12 act, PLCg1 inh
Profile of CN1C(=O)C2C(c3ccc(N(C)C)cc3)NN(Cc3ccccc3)C2C1=O (stereo not drawn) = -1.5, -19, 0, -3, -23, 5, -0.8, -1.6, -1.0, -2.2, -10
Profile of COc1ccc(-c2nnc3c4ccccc4c(C)nn23)cc1S(=O)(=O)N1CCN(CCO)CC1 = -1.3, -8, 7, 1, -48, -3, -0.5, -1.4, 0.0, -2.6, -29

(further entries)
(7) CC(C)(C)NC(=O)COc1ccc2oc3c(c2c1)CCCC3
(8) Cc1c(NS(=O)(=O)c2ccc(C(=O)NCc3ccccc3)cc2)c(=O)n(-c2ccccc2)n1C
(9) O=C1NC[C@H](CCCCN2C[C@H](Cc3ccccc3)N(CCC3CCCCC3)C(=O)C2=O)N(Cc2ccccc2)C1=O
(10) O=C(CN1CCN(c2ccccc2)CC1)Nc1ccc2c(c1)CCC2
(11) CCN(C(=O)c1cc2c(C)nc3ccccc3c2o1)c1cc(Cl)ccc1OC
(12) COC(=O)c1ccccc1NC(=O)c1cc(-c2cccs2)on1

Screen / compound no.	7	8	9	10	11	12
DAX1 inh-1	-0.4	0.8	-0.1	0.4	-1.5	0.0
ADAM17 inh	0	-6	-3	0	2	1
MBD2 DNA inh	0	3	1	3	-1	-1
SMARCA2 act	3	-6	4	2	-2	-2
PLC-beta3 inh	-7	-8	6	1	-5	6
NR1D1 modulator	5	3	-1	0	9	-1
DAX1 inh-2	-1.9	0.3	.	-1.8	-3.8	-0.2
ssDAF-12 act	0.5	-1.7	-0.7	-1.3	-2.9	-0.5
hgDAF12 agonist	-1.8	-0.2	8.1	-0.1	-2.8	1.3
hcDAF-12 act	-1.0	0.1	-1.6	0.9	-4.6	2.2
PLCg1 inh	0	-2	4	1	2	6

An excerpt from above in order of molecular weight, low to high.
(7) CC(C)(C)NC(=O)COc1ccc2oc3c(c2c1)CCCC3
(12) COC(=O)c1ccccc1NC(=O)c1cc(-c2cccs2)on1
(11) CCN(C(=O)c1cc2c(C)nc3ccccc3c2o1)c1cc(Cl)ccc1OC
(9) O=C1NC[C@H](CCCCN2C[C@H](Cc3ccccc3)N(CCC3CCCCC3)C(=O)C2=O)N(Cc2ccccc2)C1=O

Screen / compound no.	7	12	11	9
DAX1 inh-1	-0.4	0.0	-1.5	-0.1
ADAM17 inh	0	1	2	-3
MBD2 DNA inh	0	-1	-1	1
SMARCA2 act	3	-2	-2	4
PLC-beta3 inh	-7	6	-5	6
NR1D1 modulator	5	-1	9	-1
DAX1 inh-2	-1.9	-0.2	-3.8	.
ssDAF-12 act	0.5	-0.5	-2.9	-0.7
hgDAF12 agonist	-1.8	1.3	-2.8	8.1
hcDAF-12 act	-1.0	2.2	-4.6	-1.6
PLCg1 inh	0	6	2	4

Look-ups from above:
For ssDAF-12 act, cpd 9 reads -0.7
For hcDAF-12 act, cpd 10 reads 0.9
For ssDAF-12 act, cpd 12 reads -0.5
For PLCg1 inh, cpd 7 reads 0
For DAX1 inh-1, cpd 11 reads -1.5

Remaining list, next part
(13) CC(C)[C@H](NC(=O)C1CC(=O)N(c2ccc3c(c2)OCO3)C1)C(=O)NC1CCCC1 (stereo partly drawn)
(14) O=C(CSc1ccc2nnc(-c3cccc(F)c3)n2n1)NCc1ccco1
(15) COc1cc(/C=C/C(=O)c2c(O)cc(C)oc2=O)cc(OC)c1O
(16) COCCCNCc1cc(C)n(-c2cc(S(=O)(=O)N3CCOCC3)ccc2N2CCCC2)c1C
(17) O=C(CSc1ncn[nH]1)NCCC(c1ccccc1)c1ccccc1
(18) Cc1ccc(NC(=O)Nc2ccc(Cl)c(Cl)c2)nc1

Screen / compound no.	13	14	15	16	17	18
DAX1 inh-1	-2.0	0.1	-0.4	0.2	0.0	0.2
ADAM17 inh	-2	-5	-5	-7	-3	-6
MBD2 DNA inh	-1	-7	3	4	3	1
SMARCA2 act	-1	-1	-4	-3	1	-2
PLC-beta3 inh	-9	-8	-81	-16	0	-7
NR1D1 modulator	-7	-5	-5	1	-1	0
DAX1 inh-2	0.3	-0.4	0.6	1.1	-0.7	-0.5
ssDAF-12 act	-0.9	-2.0	-0.4	-1.0	-1.3	-0.7
hgDAF12 agonist	1.4	-1.1	-1.5	1.5	-2.4	1.0
hcDAF-12 act	-1.0	-1.8	-0.6	1.8	0.1	-0.1
PLCg1 inh	-5	-9	-70	-3	-2	4

(19) CCc1c(C)nc2cc(-c3ccc(Cl)cc3)[nH]n2c1=O
(20) CCOC(=O)C1=C(C)NC(=O)NC1/C=C/c1ccccc1 (stereo not drawn)
(21) COc1ccc(NS(=O)(=O)c2cccc(C(=O)Nc3cccc(C(=O)O)c3)c2)cc1
(22) O=C(O)CC1S/C(=N\N=C2CCCCCCC2)N(c2ccccc2)C1=O (stereo not drawn)
(23) O=C(NC1CC1)c1nc(Cn2ccc([N+](=O)[O-])n2)no1
(24) OCC1OC(n2cnc3c(SCc4ccccc4)nc(NO)nc32)C(O)C1O (stereo not drawn)

Screen / compound no.	19	20	21	22	23	24
DAX1 inh-1	1.9	0.0	0.2	-0.4	-0.4	-1.3
ADAM17 inh	-8	0	0	-4	-3	5
MBD2 DNA inh	-4	1	2	8	1	4
SMARCA2 act	3	-1	0	-2	-3	-2
PLC-beta3 inh	-12	1	-5	-7	-10	0
NR1D1 modulator	2	1	1	6	2	-4
DAX1 inh-2	4.8*	-0.1	-0.7	0.3	-0.7	0.2
ssDAF-12 act	-0.2	-1.6	-0.6	-0.5	-1.6	-0.4
hgDAF12 agonist	11*	-0.5	2.6	0.7	0.9	-2.0
hcDAF-12 act	3.0	-1.2	-1.8	-0.8	-1.6	-2.2
PLCg1 inh	-2	1	0	-5	1	2

(25) CCCNC(=O)CS(=O)Cc1nc(-c2ccc(OC)cc2)oc1C (stereo not drawn)
(26) N/C(CC(=O)Nc1cccc(C(F)(F)F)c1)=N/O
(27) COc1ccc(Cl)cc1NC(=O)N1CCC(C)CC1
(28) O=C(CN1C(=O)c2cccnc2Oc2ccc(Cl)cc21)NC1CCCC1
(29) COc1ccccc1NS(=O)(=O)c1cccc(C(=O)N2CCN(C/C=C/c3ccccc3)CC2)c1
(30) O=C(NNc1ncnc2c1cnn2-c1ccc(F)cc1)c1ccco1

Screen / compound no.	25	26	27	28	29	30
DAX1 inh-1	-0.1	0.1	0.3	-0.2	-2.7	-2.5
ADAM17 inh	3	-1	0	-2	-4	-3
MBD2 DNA inh	-7	1	-4	8	4	-6
SMARCA2 act	2	2	-4	1	-2	5
PLC-beta3 inh	2	1	-1	-6	-7	-4
NR1D1 modulator	-3	-1	4	1	1	-1
DAX1 inh-2	0.0	0.3	0.6	0.1	0.6	0.1
ssDAF-12 act	-1.1	0.9	-1.3	-1.2	-0.6	-1.3
hgDAF12 agonist	0.9	3.9	-2.9	1.5	-4.8	-2.5
hcDAF-12 act	0.9	0.2	-0.7	-1.9	-1.1	-0.2
PLCg1 inh	0	-1	0	1	2	0

(31) Cc1c(C)n(CC(O)CNc2ccccc2)c2ccccc12 (stereo not drawn)
(32) CCOC(=O)CN1C(c2ccccc2O)Nc2ccc(Br)cc2C1c1ccccc1 (stereo not drawn)
(33) CCCCn1c(N)c(N(CCOC)C(=O)CCCc2cccs2)c(=O)[nH]c1=O
(34) CCN(Cc1ccncc1)C(=O)Cc1cccs1
(35) Cc1ccc(C(=O)N2CCC(C(=O)NCc3cccnc3)CC2)cc1
(36) O=C(Nc1nncs1)C1CC(=O)N(C2CCCC2)C1 (stereo not drawn)

Screen / compound no.	31	32	33	34	35	36
DAX1 inh-1	0.3	-0.1	-0.1	-0.3	-1.0	1.3
ADAM17 inh	3	8	-5	-3	2	-7
MBD2 DNA inh	1	-5	5	4	1	-2
SMARCA2 act	-2	1	-3	0	3	-2
PLC-beta3 inh	4	1	-5	-13	2	-6
NR1D1 modulator	1	3	-2	-2	-6	-4
DAX1 inh-2	3.9	0.2	2.1	-0.4	-0.5	-0.3
ssDAF-12 act	-1.4	-1.3	-0.6	-2.0	-1.1	-0.5
hgDAF12 agonist	1.5	-1.1	0.5	-1.2	-2.5	-0.7
hcDAF-12 act	-0.9	0.3	-0.6	0.4	-0.9	0.2
PLCg1 inh	0	-4	-4	-1	7	-1

(37) O=c1cc(CN2CCN(S(=O)(=O)c3ccccc3[N+](=O)[O-])CC2)nc2sccn12
(38) O=C(COC(=O)COc1ccccc1)NC1CCCc2ccccc21 (stereo not drawn)
(39) CCc1nc(NCCCn2ccnc2)c2oc3ccccc3c2n1
(40) CC(C)NC(=S)N1CCN(C/C=C/c2ccccc2)CC1
(41) CCOC(=O)/C(C#N)=C1\Nc2ccccc2N=C1N(CC(C)C)CC(C)C

Screen / compound no.	37	38	39	40	41
DAX1 inh-1	0.1	-0.6	-0.2	0.0	1.0
ADAM17 inh	1	-2	-3	-1	-9
MBD2 DNA inh	-2	-1	5	0	-1
SMARCA2 act	-1	0	4	-1	-2
PLC-beta3 inh	-9	4	3	-1	-106
NR1D1 modulator	-5	-2	-3	-2	4
DAX1 inh-2	4.1	0.7	-1.3	-0.5	1.0
ssDAF-12 act	-0.9	-0.8	-0.2	-2.1	-1.4
hgDAF12 agonist	1.9	-0.4	-1.2	-2.8	0.7
hcDAF-12 act	-0.1	-0.1	0.7	0.8	-1.5
PLCg1 inh	1	4	4	2	-81

Random draw from the library; overall some 7.4% were active at least once.
